Assay outcomes: PubChem BioAssay, Fisher Drug Discovery Resource Center
mcGAS lum = inhibitors of mouse cGAS. Q8C6L5. recombinant cGAS, Kinase-Glo ATP depletion luminescence. inhibition, % at 12.5 µM. 160,000 tested, 0.15% active. AID 1259399;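 further: 0% = negative control wells and 100% = reference inhibitor with no enzyme activity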
hcGAS lum = human cGAS inhibition; recombinant h-cGAS, ATP depletion, Kinase-Glo luminescence; 290,000 tested, 0.081% active; inhibition, % at 12.5 µM; AID 1259398;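 further: 0% = vehicle reaction and 100% = reaction without DNA for no activity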
Target sequence (Q8N884 whole entry, looked up): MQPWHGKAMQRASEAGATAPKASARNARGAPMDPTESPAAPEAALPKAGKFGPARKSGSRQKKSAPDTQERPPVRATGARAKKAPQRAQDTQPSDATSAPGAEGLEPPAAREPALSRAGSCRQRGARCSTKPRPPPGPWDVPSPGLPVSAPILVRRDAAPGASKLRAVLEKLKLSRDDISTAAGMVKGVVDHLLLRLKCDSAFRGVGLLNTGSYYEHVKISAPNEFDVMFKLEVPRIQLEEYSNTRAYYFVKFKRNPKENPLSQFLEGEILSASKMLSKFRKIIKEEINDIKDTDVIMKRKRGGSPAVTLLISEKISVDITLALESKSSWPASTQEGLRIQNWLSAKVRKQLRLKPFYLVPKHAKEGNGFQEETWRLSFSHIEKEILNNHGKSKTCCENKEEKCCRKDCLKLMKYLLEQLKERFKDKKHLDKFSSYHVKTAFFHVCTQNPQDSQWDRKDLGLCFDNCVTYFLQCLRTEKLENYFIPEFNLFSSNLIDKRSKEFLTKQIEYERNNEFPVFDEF
NPYLR7 ag = mosquito NPYLR7 agonism | 270,000 tested, 0.15% active | activation, % at 10 µM | HEK293T NPYLR7/Galpha15, GCaMP6s calcium fluorescence; in the data active means activation above about 40%;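 further: 0% = vehicle and 100% = reference agonist at the receptor; some compounds past the cut are filed as inactive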
Starred values were filed as active, the others as inactive; / = not tested or not shown; & = joins results of further samples. Unless noted, no stated cut-off is given here; in the data, active means inhibition above about 40%; inactive means the rest.

nr	mol	mcGAS lum	hcGAS lum	NPYLR7 ag
1	Cc1nc2c(C)cccn2c(=O)c1NC(=O)C1CCCCC1	/	-15	4
2	O=C1/C(=C/c2ccc(-c3ccccc3Cl)o2)NC(=S)N1c1ccccc1	-5	-2	6
3	COc1cccc(CCC(=O)N(C)C2CCCN(C3Cc4ccccc4C3)C2)c1 (configuration not stated)	-10	-5	2
4	Nc1ccc2oc(-c3cccc(-c4nc5cc(N)ccc5o4)n3)nc2c1	/	-2	-1
5	CC(C(N)=O)N1CCc2nnc(CCc3ccccc3)n2CC1 (configuration not stated)	/	-8	10
6	CCOCCOC1CCCN(C(=O)c2ccccc2Cl)C1 (configuration not stated)	-7	-9	-9
7	CCOC(=O)c1sc2nc(CN(Cc3ccccc3)CC(O)CN3CCOCC3)[nH]c(=O)c2c1C (configuration not stated)	-2	1	-7
8	CCOC(=O)Cc1csc(/C(=N\O)C(N)=O)n1	0	2	-5
9	CC1(Cc2ccc(Cl)s2)C(=O)Nc2ccc(S(=O)(=O)NC3CCCCC3)cc21 (configuration not stated)	-1	-3	0
10	CC(C)(Cc1ccccc1)NC(=O)c1cnn(-c2cccc(Cl)c2Cl)c1N	/	-11	0
11	COc1ccc(-c2cc(CN)no2)cc1OC	/	-9	5
12	CC1CCc2c(sc(N)c2C(=O)NC2CCS(=O)(=O)C2)C1 (configuration not stated)	/	2	1
13	CCOc1ccc(C(=O)Nc2c(C)nc3cc(C)ccn3c2=O)cc1	/	-9	3
14	O=C(c1cccc([N+](=O)[O-])c1)N1CCN(c2nc(Cc3ccccc3)nc3cc(Cl)ccc23)CC1	-5	-7	19
15	Cc1cc(C(=O)N2CCCC(C(=O)c3ccc4c5c(cccc35)CC4)C2)nn1C (configuration not stated)	/	-4	16
16	Cc1cc(C)n(-c2nc3c(c(=O)n2CC(=O)Nc2cccc(Cl)c2)CCCC3)n1	-6	-2	/
17	Cc1[nH]cnc1-c1nccn1CCc1cccs1	-10	1	/
18	CCCCN(Cc1ccc(OS(C)(=O)=O)cc1)S(=O)(=O)c1ccc(Br)cc1	-6	-14	/
19	CN(CCOc1ccc(S(N)(=O)=O)cc1)c1ccc2ccccc2c1	/	2	4
20	CCCN(Cc1c(-c2ccccc2)noc1N1CCOCC1)CC(O)Cc1ccccc1 (configuration not stated)	-4	-7	3
21	CN1CCN(c2nc3ccccc3s2)CC1C(=O)O (configuration not stated)	-10	-4	5
22	CCc1cc(C(=O)N2CCC(C3(Cc4cccc(F)c4)NC(=O)N(CC(C)C)C3=O)CC2)no1 (configuration not stated)	-9	-7	15
23	O=C(c1ccco1)N1C[C@H](Oc2ccccn2)[C@H]2C[C@@H]1CC[C@H]2N1CCOCC1	-9	-3	28
24	COC(=O)[C@@H]1C[C@@H](NC(=O)c2cccc(-c3noc(C)n3)c2)CN1C	-18	-6	29
25	Cc1ccsc1CN(CCO)C(=O)c1ccc2c(c1)CCCO2	/	3	-1
26	O=C(N1CCCC1)N1CC[C@]2(O)CCN(c3nccc(C4CCCC4)n3)C[C@@H]2C1	-6	-14	/
27	CCOC(=O)c1c(C)[nH]c(C)c1C1=NNC(=NCC2CCCO2)SC1 (configuration not stated)	/	-2	-2
28	COCCCNC(=O)C1Cc2cc(C(F)(F)F)ccc2N2CCN(Cc3ccc(Cl)cc3)CC12 (configuration not stated)	-3	-2	/
29	Cc1cccc(NC(=O)CN2C(=O)c3ccccc3C2=O)c1	/	-7	-4
30	CCOC(=O)c1ccc(N=c2scc(-c3ccccc3)n2CCNC(C)=O)cc1	-2	-2	1

Brought forward from above: five entries, followed by the next part.
nr	mol	mcGAS lum	hcGAS lum	NPYLR7 ag
26	O=C(N1CCCC1)N1CC[C@]2(O)CCN(c3nccc(C4CCCC4)n3)C[C@@H]2C1	-6	-14	/
27	CCOC(=O)c1c(C)[nH]c(C)c1C1=NNC(=NCC2CCCO2)SC1 (configuration not stated)	/	-2	-2
28	COCCCNC(=O)C1Cc2cc(C(F)(F)F)ccc2N2CCN(Cc3ccc(Cl)cc3)CC12 (configuration not stated)	-3	-2	/
29	Cc1cccc(NC(=O)CN2C(=O)c3ccccc3C2=O)c1	/	-7	-4
30	CCOC(=O)c1ccc(N=c2scc(-c3ccccc3)n2CCNC(C)=O)cc1	-2	-2	1
31	COc1cccc(OCc2ccccc2)c1C(=O)NC[C@@H]1CCCO1	1	-3	-6
32	COc1ccccc1N(CN1CCCC1=O)C(=O)c1c(F)cccc1F	-2	-3	19
33	Cn1cc(C(=O)N2CCN(Cc3ccc4c(c3)OCO4)CC2)c2ccccc21	/	-2	1
34	COc1ccc(CN(C)CC=C(C)C)cc1	/	-12	18
35	CCCCN(C(=O)C(CC)CC)c1c(N)n(CCC)c(=O)[nH]c1=O	/	2	1
36	O=C(NCCCN1CCCCC1)c1cn2c(n1)CCCC2	-3	-5	/
37	COc1cc(C)ccc1OCc1cc(C(=O)N2CCC(Oc3cccnc3)CC2)no1	/	-10	6
38	O=C(NCCc1cc(Cl)cc(Cl)c1)c1ccc2c(c1)COCO2	/	1	-19
39	COc1ccc(-n2cnc3c2C(=O)c2ccccc2C3=O)cc1	/	-2	3
40	Cc1cc(NC(=O)c2ccccc2Br)nc2nc(C(F)(F)F)nn12	-4	7	-1
41	CN(Cc1cnccn1)C(=O)c1cccc(C#CC(C)(C)O)c1	-11	2	-1
42	CCOC(=O)C(C)(C)Sc1nccc2c(OC)cccc12	/	-4	-1
43	CC(C)(C)c1ccc(C(=O)N2CCC2(C)C(=O)Nc2cccc(C#N)c2)cc1 (configuration not stated)	-5	-10	10
44	Cc1ccc(CN(Cc2ccc(F)cc2)C(=O)CN(C(=O)NC(C)(C)C)C2CC2)s1	-9	-9	/
45	CCCc1cnc2c(c1SCc1ccccc1F)c(=O)n(C)c(=O)n2C	-7	-3	5
46	O=S(=O)(C=Cc1ccccc1)N1C=Cc2ccccc2C1c1c[nH]c2ccccc12 (configuration not stated)	/	-1	1
47	CC(C)c1ccc(NC2CCCN(C(=O)C3CCOCC3)C2)cc1 (configuration not stated)	/	-3	10
48	Cc1ccc(-n2nnnc2NC2CCN3CCCC3C2)cc1 (configuration not stated)	/	-8	8
49	CCOC(=O)C1=C(CSc2nc3sc4c(c3c(=O)n2C)CCC4)NC(=O)NC1C (configuration not stated)	-8	-5	1
50	Cc1cccc(NC(=O)CC(=O)NC[C@@H]2CCCO2)c1C	-12	-5	1
51	O=C(C1CC1)N1CCc2c(ncnc2N2CCC(O)(c3ccccc3)CC2)C1	-13	-6	/
52	CCOC(=O)c1c(NC(=O)Cc2ccccc2)sc(C(=O)Nc2cccc(OC)c2)c1C	/	-8	-6
53	CCOC(=O)N1CCN(C(=O)C2CCC(=O)N(Cc3ccccc3OC)C2)CC1 (configuration not stated)	-8	-4	-1
54	COc1ccc(F)c(CN2CCCC(O)(CN(C)Cc3noc(C)n3)C2=O)c1 (configuration not stated)	/	-11	-3
55	Cc1ccc2nc(N(CCN3CCOCC3)C(=O)c3ccc(C#N)cc3)sc2c1	/	-3	26
56	Cc1c(-c2cccc(NC(=O)Nc3ccccc3)c2)nc2ncccn12	/	0	6
57	COc1ccc2c(c1)CN(Cc1ccco1)C(=O)CCN2C(=O)C1CCC1	-8	-10	1
58	CCOc1ncccc1CN1CCCC(C(=O)NC2CCC(C(C)(C)C)CC2)C1 (configuration not stated)	-3	-3	3
59	Cc1nn(C(=O)NC2CCCCC2)c(C)c1Cl	/	-5	10
60	CC1CN(C(=O)c2ccc(NC(=O)CSc3nccn3C)cc2)CC(C)O1 (configuration not stated)	/	-9	1

Looked up by compound from the entries so far (2):
nr	mol	mcGAS lum	hcGAS lum	NPYLR7 ag
8	CCOC(=O)Cc1csc(/C(=N\O)C(N)=O)n1	0	2	-5
14	O=C(c1cccc([N+](=O)[O-])c1)N1CCN(c2nc(Cc3ccccc3)nc3cc(Cl)ccc23)CC1	-5	-7	19

Of the compounds above, these contain bromine:
nr	mol	mcGAS lum	hcGAS lum	NPYLR7 ag
18	CCCCN(Cc1ccc(OS(C)(=O)=O)cc1)S(=O)(=O)c1ccc(Br)cc1	-6	-14	/
40	Cc1cc(NC(=O)c2ccccc2Br)nc2nc(C(F)(F)F)nn12	-4	7	-1

Additional results
nr	mol	mcGAS lum	hcGAS lum	NPYLR7 ag
61	c1ccc(CNCc2cccc3c2OCO3)cc1	-2	0	/
62	CCc1ccc(-n2c(C)c(C)n3c4c(=O)n(CC(C)=O)c(=O)n(C)c4nc23)cc1	/	-4	2
63	O=S(=O)(NCc1ccccc1)NCC1(N2CCCC2)CCCC1	/	-3	5
64	COC(=O)c1ccccc1S(=O)(=O)N1CCC(CO)(CCCc2ccccc2)CC1	/	-10	11
65	O=c1c2ccccc2sn1-c1cccc(S(=O)(=O)N2CCCCCC2)c1	/	-5	4
66	CC(C)(CNc1ccc(-c2nc(C3CC3)no2)cn1)N1CCOCC1	/	-6	3
67	O=C(/C=C/c1c(F)cccc1Cl)n1cccn1	6	-1	-4
68	COc1cc(/C=C/CN2CCC(C(=O)NC(c3ccc(-c4ccccc4)cc3)c3cnccn3)CC2)ccc1OC(C)=O (configuration not stated)	-4	-2	7
69	Cc1ccc(C2C3C(=O)CC(C)(C)CC3=Nc3nc(-c4cccs4)nn32)o1 (configuration not stated)	/	6	-11
70	CCC(C(=O)N1CCN(c2ccc(NC(=O)c3ccccc3F)cn2)CC1)c1ccccc1 (configuration not stated)	-5	-6	8
71	COC(=O)CCCCC(=O)Nc1cccc(-c2cccc(-c3ccc(OC)cc3)n2)c1	-3	-5	-2
72	CC(C)n1cc(C(=O)N2CCN(C(=O)C3CC3)CC2)c2nn(-c3ccccc3)c(=O)c-2c1	0	8	3
73	CCN(CC)CCNC(=O)C(=O)Nc1cccc([N+](=O)[O-])c1	/	-4	17
74	CN(C)c1ccc(NC(=O)c2ccco2)cc1CN(Cc1ccc(F)cc1)C(=O)Nc1cccc(F)c1	-7	-6	1
75	CC1=C(C(=O)OC(C)C)C(c2cccnc2)C2=C(CCCC2=O)N1 (configuration not stated)	-6	-2	-1
76	O=C1/C(=C/c2ccco2)SC(=S)N1NS(=O)(=O)c1ccccc1	27	16	-8
77	CCOC(=O)Cn1c(=O)c2c(nc3n(C(C)CC)c(C)c(C)n23)n(C)c1=O (configuration not stated)	/	-2	4
78	Cc1cc(S(=O)(=O)Nc2c(C)ccc3nsnc23)ccc1F	/	-11	6
79	NCC1CCN(S(=O)(=O)c2ccccc2)CC1	/	-6	5
80	Fc1ccc(-n2nnc3c(SCc4ccccc4F)ncnc32)cc1	2	-2	0
81	N#Cc1cc2c(=O)c3ccccc3oc2nc1-c1cc2ccccc2o1	/	-5	1
82	CCOC(=O)c1nc(CN(C)c2ccc(Br)cc2C)cs1	/	-3	6
83	COc1ccc(Cn2ccnc2CN(C(=O)NC(C)C)c2ccccc2)cc1	-4	-3	15
84	COCCn1cc(NC(=O)NC2(CO)CC(C)CC(C)(C)C2)cn1 (configuration not stated)	/	-4	0
85	CCCS(=O)(=O)NC1CCN(c2nc3ccccc3o2)CC1	-6	-1	-3
86	O=S(=O)(Nc1ccc(F)cc1)c1cccc2nsnc12	-8	-12&-7	5&5
87	CCn1ncnc1C(C)Nc1nc(CCN)nc2ccccc12 (configuration not stated)	-19	-7	20
88	CCOc1ccc(CN2CCCC(C(=O)c3ccc(Cl)cc3C)C2)cc1CO (configuration not stated)	-10	-9	19
89	COc1ccc(C)cc1N1C(=O)C(c2c(C)[nH]n(-c3ccccc3)c2=O)=C(N2CCCCC2)C1=O	-3	-6	24
90	CC1(C(=O)NS(=O)(=O)c2ccccc2Cl)CCN1C(=O)C1(c2ccc(Cl)cc2)CC1 (configuration not stated)	/	-5	5
91	Cc1ccnc(Nc2ccc(NCCNC(=O)Nc3cccc(Cl)c3C)nn2)c1	/	-10	10
92	CCCc1cnc2[n+](c1)C(O)(c1cc(OC)ccc1OC)CS2 (configuration not stated)	-6	-4	5
93	Cc1nc(N(CC#Cc2ccccc2)CC2CCCO2)c2nc(C)oc2n1 (configuration not stated)	/	-8	-2
94	CCCC(O)(CCC)c1ccc(CN(CCOC)Cc2ccc(F)cc2)o1	1	-2	-9
95	COCCN(CC(=O)N1CCc2sccc2C1c1ccc(Cl)cc1)C(=O)c1ccc(Cl)cc1 (configuration not stated)	-4	-6	-5
96	CCCCN(Cc1ccccn1)C(=O)COC	-6	-10	/
97	COc1ccccc1OCCSc1nc2ccccc2n1CCOc1ccccc1OC	-5	-2	-13
98	COC(=O)CN1CCC(NC2CCCC(C)(C)C2)CC1 (configuration not stated)	-4	-2	-8
99	CN(C)CC1(O)CCN(C(=O)C(C)(C)NC(=O)c2cccs2)C1 (configuration not stated)	/	-1	-4
100	Cc1ccc(C(=O)Nc2c(F)cccc2F)c(O)c1	/	-3	-2
101	COc1cc(C2Nc3ccccc3-c3nnc(SC)nc3O2)cc(I)c1O (configuration not stated)	21	6	-2
102	COc1cccc(C(=O)N2CCSC23C(=O)N(Cc2cccc(C#N)c2)c2ccc(C)cc23)c1 (configuration not stated)	-4	-5	16
103	CCc1cc(Oc2ccc(C(C)=O)cc2)nc(SCc2cccc([N+](=O)[O-])c2)n1	-1	3	-3
104	CC(C)N(Cc1ccc(OS(=O)(=O)c2ccc(F)cc2)cc1)C(=O)/C=C/c1ccc([N+](=O)[O-])cc1	-5	-4	36
